High-throughput results: PubChem, several laboratories
MOR-DOR ag = agonists of human mu-delta opioid receptor heterodimerization. P35372+P41143. cells, OPRM1-OPRD1 heterodimerization, luminescence. activation, % at 9.3 µM. 340,000 compounds, 0.3% hits; in the data active = activation above about 18%;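 also: 0% = vehicle-treated cells and 100% = reference agonist; values of inactives mirror those of a sister screen read the other way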
Target sequence (P35372 whole entry, looked up): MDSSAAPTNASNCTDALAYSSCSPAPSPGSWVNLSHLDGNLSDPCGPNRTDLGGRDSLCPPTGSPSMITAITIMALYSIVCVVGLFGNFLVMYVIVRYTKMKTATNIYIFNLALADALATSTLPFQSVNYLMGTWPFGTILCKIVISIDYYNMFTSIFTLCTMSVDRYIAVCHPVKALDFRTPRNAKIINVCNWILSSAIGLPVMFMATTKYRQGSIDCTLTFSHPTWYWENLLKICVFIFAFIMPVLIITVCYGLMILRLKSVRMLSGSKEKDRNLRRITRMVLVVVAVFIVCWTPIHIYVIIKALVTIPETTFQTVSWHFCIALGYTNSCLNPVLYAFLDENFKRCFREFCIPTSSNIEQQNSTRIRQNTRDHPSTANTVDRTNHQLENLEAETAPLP
Target sequence (P41143 whole entry, looked up): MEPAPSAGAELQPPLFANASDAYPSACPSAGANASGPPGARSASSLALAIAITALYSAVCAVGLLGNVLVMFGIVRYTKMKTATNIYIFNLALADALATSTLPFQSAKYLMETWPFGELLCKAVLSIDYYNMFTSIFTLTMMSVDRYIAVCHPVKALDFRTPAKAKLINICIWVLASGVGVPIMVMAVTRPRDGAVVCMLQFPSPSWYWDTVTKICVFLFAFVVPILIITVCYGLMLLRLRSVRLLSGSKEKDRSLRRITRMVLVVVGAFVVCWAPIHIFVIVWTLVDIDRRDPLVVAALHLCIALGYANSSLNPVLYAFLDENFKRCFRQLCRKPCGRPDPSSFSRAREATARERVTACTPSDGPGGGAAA
HTR5A ag = activates human HTR5A in OPRM1-OPRD1 agonist counter-screen; P47898; HTR5A agonist assay, luminescence, cell-based; activation, % at 9.3 µM; 340,000 compounds, 0.61% hits; in the data active = activation mostly above about 9.5%, no sharp cut-off; inactive = mostly below about 7.6%;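 also: 0% = cells with vehicle only and 100% = reference agonist; strong numbers were not always called active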
HTR5A inv ag = inverse agonist of human HTR5A in OPRM1-OPRD1 counter-screen; P47898; HTR5A cell line, luminescence, inverse agonism; inhibition, % at 9.3 µM; 340,000 compounds, 0.083% hits; AID 504634; in the data active = inhibition mostly above about 23%, no sharp cut-off; inactive = mostly below about 18%;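 also: 0% = cells with DMSO and 100% = no-cell wells with DMSO; some compounds called inactive have numbers as strong as hits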
PfHsp90 yeast 2 = inhibits growth of yeast expressing Plasmodium falciparum Hsp90. S. cerevisiae expressing PfHsp90, BacTiter-Glo ATP, 48 h; yeast lacking PDR1 and PDR3 efflux regulators. inhibition, % at 9.4 µM. 310,000 compounds, 0.32% hits;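 active = every replicate shows inhibition above about 80%, whatever the replicate mean, limit read from the data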;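 also: 0% = DMSO neutral controls and 100% = 20 µM radicicol positive controls; yeast relying on Plasmodium falciparum Hsp90 in place of its own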
AddAB inh = less growth of phage-infected E. coli with AddAB; E. coli expressing H. pylori AddAB, absorbance growth; inhibition, % at 11.9 µM; 330,000 compounds, 0.29% hits; AID 435030; in the data active = inhibition above about 12%;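 also: 0% = vehicle wells of infected cells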
Mot1-301 SUMO = SUMOylation pathway inhibition by Mot1-301 growth rescue. AID 2716. growth rescue, % at 18.8 µM. 320,000 compounds, 1% hits. S. cerevisiae Mot1-301 growth rescue, ATP luminescence, 38.5C; percent above DMSO median, 100 means doubled;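 active = every valid replicate shows activation above 250% relative to neutral control wells; inactive = the rest, any valid replicate at or below 250%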;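 also: OY570 slx delta 5 strain wells were the positive control but not used for scaling; some compounds called inactive have numbers as strong as hits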
PKA-R1A activ = PKA-R1A complex activation. 340,000 compounds, 0.083% hits. PKA-R1A dissociation, Cy5-IP20 fluorescence polarization; scaled: DMSO 0%, 113 µM cGMP 100%. activation, % at 11.4 µM;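 active = percent activation above the mean of all tested compounds plus 3 SD, cut at about 19% in these data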;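 also: higher means more PKAc released from R1A so a rise in polarization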
MOR-DOR inv ag = inverse agonist of human OPRM1-OPRD1 heterodimerization; P35372+P41143; cell-based MOR-DOR heterodimer luminescence, inverse agonism; inhibition, % at 9.3 µM; 340,000 compounds, 0.21% hits; in the data active = inhibition above about 22%, passing the limit was not always enough;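 also: 0% = cells with DMSO and 100% = wells without cells with DMSO; values of inactives mirror those of a sister screen read the other way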
phage Ecoli inh = E. coli growth loss with phage present | AID 651602 | 360,000 compounds, 0.26% hits | inhibition, % at 11.9 µM | growth absorbance; in the data active = inhibition above about 11%
DSG3 Ab inh = blocks pemphigus antibody binding to human desmoglein-3; binding (percent of control), % at 10 µM; P32926; DSG3-coupled beads, scFv-anti-DSG3-GFP binding, flow cytometry; stronger effect = lower value; 310,000 compounds, 0.48% hits;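 active = binding more than 3 SD below its plate's average and above zero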; also: some compounds called inactive have numbers as strong as hits
Ecoli viability = reduces bacterial viability in AddAB counter-screen; E. coli V3065 growth, OD600 absorbance, 18 h; inhibition, % at 11.9 µM; 330,000 compounds, 0.27% hits; AID 449728;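 active = inhibition above the campaign's mean inhibition across all tested compounds plus 3 SD, cut at about 9.9% in these data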;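 also: uninfected addAB+ strain grown without phage in ampicillin broth; 0% = DMSO wells and 100% = ciprofloxacin 0.95 µg/ml wells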
Numbers without * were called inactive; / = not tested or not shown. Not a hit list. About 3.2% of those tested had a hit in this group.

no.	SMILES	MOR-DOR ag	HTR5A ag	HTR5A inv ag	PfHsp90 yeast 2	AddAB inh	Mot1-301 SUMO	PKA-R1A activ	MOR-DOR inv ag	phage Ecoli inh	DSG3 Ab inh	Ecoli viability
1	CC(=O)N1CC(C)Sc2ccc(S(=O)(=O)NCc3ccccc3Cl)cc21 (configuration not stated)	1.5	-3	-11	8	3.2	22	-1	-8	0.5	104	-2.4
2	COc1ccc(/C(C)=N/NC(=O)c2cc(-c3cccnc3)nc3ccccc23)cc1	-0.2	1	-3	-36	1.3	4	-4	2	2.0	89	-3.6
3	O=c1c2ccccc2nc(-c2ccoc2)n1CCc1ccccc1	0.0	-7	-18	-2	1.4	12	-8	0	2.9	112	-0.5
4	O=C(NCc1ccc2c(c1)OCO2)c1cc(Cl)ccc1Cl	-1.9	0	0	-12	1.1	155	5	9	-0.3	116	-1.2
5	CC(C)N=C(N)N=C(N)Nc1ccc(Cl)cc1	0.2	-3	9	-7	-1.6	/	1	-1	6.4	/	3.8
6	COc1cc(C(=O)COC(=O)Cc2cnc3sccn23)cc(OC)c1OC	-1.8	-6	-18	4	0.9	-5	13	11	2.5	97	0.5
7	Cc1ccc(NS(=O)(=O)c2cc(NC(=O)c3cc(=O)[nH]c(=O)[nH]3)ccc2Cl)c(C)c1	-0.8	8	-23	17	1.5	221	-6	4	3.5	96	1.5
8	O=S1(=O)C=C(Oc2ccc(F)cc2)c2ccccc21	-3.0	1	-6	-29	-0.8	-18	-6	15	2.0	103	1.6
9	COC(=O)CSc1ncnc2c1cnn2-c1ccc(C)cc1C	-2.0	2	34	15	2.2	-3	2	10	4.0	100	3.2
10	CC1(C)Cc2c(c(N3CCOCC3)nc3sc4c(NCc5ccccc5)nnnc4c23)CS1	-3.8	0	-37	-14	2.0	35	-12	20	1.6	89	-0.7
11	CC1Cc2ccccc2N1C(=O)c1cc2cccnc2n(C)c1=O (configuration not stated)	-2.1	5	-13	/	0.5	-7	6	14	-1.4	104	0.8
12	Cc1ccc(S(=O)(=O)N2CCCC(C(=O)NCCc3ccc(S(N)(=O)=O)cc3)C2)cc1 (configuration not stated)	-0.2	-3	-7	-13	1.7	-4	-12	1	1.2	97	0.1
13	CC1=C(C(=O)Nc2ccccn2)C(c2ccccc2)n2ncnc2N1 (configuration not stated)	-4.2	8	-20	-24	1.1	26	12	21	3.4	102	1.0
14	Clc1ccc(-c2nnc(-c3ccc4ccccc4c3)o2)cc1	-0.6	-2	7	/	/	/	-2	3	-1.0	90	/
15	COCC(COS(N)(=O)=O)C(C)C (configuration not stated)	-2.8	-2	14	24	-1.0	139	9	16	1.0	/	3.6
16	COCCn1c(SCC(=O)N2CCCc3ccccc32)nc2ccccc2c1=O	-1.6	-1	3	6	0.2	-8	-7	7	-0.9	103	0.3
17	Cc1cc(C)cc(NC(=O)NCC2CCN(Cc3cc(C)ccc3C)CC2)c1	-1.3	0	0	14	-1.5	-6	-11	7	-0.4	99	-1.6
18	CC1CCCC(C)N1C(=O)COC(=O)c1cncc(Br)c1 (configuration not stated)	-2.1	1	-3	/	1.1	3	-4	10	2.4	96	-1.6
19	O=C(Nc1cccc(-c2nc3ncccc3o2)c1)c1sc2ccccc2c1Cl	-0.5	1	-14	-9	2.1	388	-3	3	2.3	101	2.6
20	Cc1cc(=O)oc(C)c1C(=O)NCCNC(=O)c1c(C)cc(=O)oc1C	-4.4	2	-5	1	-2.1	25	0	22	1.1	100	-1.8

no.	SMILES	MOR-DOR ag	HTR5A ag	HTR5A inv ag	PfHsp90 yeast 2	AddAB inh	Mot1-301 SUMO	PKA-R1A activ	MOR-DOR inv ag	phage Ecoli inh	DSG3 Ab inh	Ecoli viability
21	CC1OC1c1ccc(-c2ccc(C3OC3C)cc2)cc1 (configuration not stated)	2.7	3	-11	-11	/	/	5	-13	1.0	110	/
22	COc1ccc(-c2csc(Nc3ccc(O)cc3)n2)cc1	4.6	8	-21	/	0.9	-8	-24	-22	-6.9	117	3.2
23	COc1cc2cc(CCOC(=O)N3CCCCC3)oc(=O)c2cc1OC	-2.0	-4	11	15	1.4	-20	15	11	0.6	103	-2.0
24	CSc1nc2c(c(=O)[nH]c(=O)n2C)n1C/C=C(\C)Cl	-2.0	2	-15	/	2.0	223	-2	11	1.7	100	2.4
25	O=C(Nc1ccc(OCC(=O)N2CCOCC2)cc1)c1cccc(Cl)c1	-4.8	3	-7	9	3.9	-21	-12	25	1.5	110	-0.5
26	Brc1cccc(OCCSc2ncccn2)c1	/	/	/	1	2.6	50	/	/	5.2	99	0.4
27	CC(=O)Nc1cccc(NC(=O)CSc2ncc(C(=O)Nc3ccc(F)cc3)c(=O)n2C)c1	1.9	2	-5	/	0.5	-8	-4	-10	3.8	104	3.0
28	CSc1nc(O)cc(=O)n1-c1ccc(F)cc1	-0.8	2	-9	-22	3.2	9	-4	4	0.6	104	-0.3
29	COC(=O)c1nn(C)c(=O)[nH]c1=O	-2.4	-1	5	-4	/	/	4	12	0.4	89	/
30	Cc1nnsc1Sc1ccccn1	-1.5	0	1	13	3.7	-9	-9	8	4.7	93	-1.1
31	CCSc1nnc(NC(=O)c2ccco2)s1	-3.5	1	-3	19	3.0	-5	4	15	3.3	/	1.0
32	CCc1c(N)nc(N)nc1Nc1ccc(C)c(C)c1	1.3	-5	19	-15	/	/	1	-6	1.0	93	/
33	CS(=O)(=O)N1CCc2cc(-c3csc(NC(=O)Cc4ccccc4)n3)ccc21	3.4	-8	20	-16	-0.3	2	6	-21	-0.5	95	-1.9
34	Cc1cc(C)c2c(CC(=O)NCCc3ccccc3)coc2c1	0.5	0	1	-9	0.6	2	0	-2	-0.8	96	-1.5
35	COc1ccccc1N1CCN(Cc2cc(OC)c3c(c2)OCO3)CC1	-1.0	-3	10	3	4.7	15	-9	5	0.9	113	0.5
36	Nc1ccc(-c2nc3ccc(N)cc3[nH]2)cc1	-0.7	3	9	11	2.9	-1	-8	4	4.4	90	1.0
37	CCNc1ncnc2c1cnn2C1CCCO1 (configuration not stated)	-2.4	4	-16	24	/	/	3	10	-1.3	95	/
38	O=C(Nc1cccc(C(F)(F)F)c1)N(Cc1ccc(Cl)cc1)CC(O)C(F)(F)F (configuration not stated)	14	6	-8	48	3.7	14	-9	-61	4.6	103	0.9
39	CCOC(=O)c1nc(N)sc1C(=O)OCC	-0.5	1	-1	-2	1.1	12	-18	2	-0.6	114	-1.1
40	CC1(C(=O)OCC(=O)NCCNC(=O)COC(=O)C2(C)CC2(Cl)Cl)CC1(Cl)Cl (configuration not stated)	-1.1	12*	-24	-14	1.7	8	3	6	-0.2	/	0.2

no.	SMILES	MOR-DOR ag	HTR5A ag	HTR5A inv ag	PfHsp90 yeast 2	AddAB inh	Mot1-301 SUMO	PKA-R1A activ	MOR-DOR inv ag	phage Ecoli inh	DSG3 Ab inh	Ecoli viability
41	COc1ccc(C(=O)Nc2nc3cc4c(cc3s2)OCCO4)c(OC)c1	-0.9	-2	8	-45	1.5	136	-20	5	1.8	104	0.5
42	COc1ccc([N+](=O)[O-])cc1CSc1ccccn1	-0.5	-2	6	-13	-0.2	50	-3	3	7.4	93	-0.7
43	CCOC(=O)c1cc2c(=O)[nH]c(C(Cl)(Cl)Cl)nc2o1	-1.9	8	15	-2	0.4	4	0	10	2.5	99	-2.1
44	COc1cc(Cl)cc(/C=C/c2ccc3ccccc3n2)c1OC(C)=O	-0.8	-3	7	-6	4.0	62	-11	4	4.4	99	1.5
45	O=C(O)C1CCC(C(=O)O)SS1 (configuration not stated)	-2.6	3	-10	-3	/	/	-3	13	1.8	/	/
46	CC(/C=C/c1ccc2c(c1)OCO2)=N\NC(=O)C(O)c1ccccc1 (configuration not stated)	-3.5	8	2	7	1.1	21	-4	18	-0.7	104	0.1
47	C=CCN1CC2CC3(COc4cc(C)cc(C)c4)C=CC2(O3)C1=O (configuration not stated)	0.4	-5	14	7	-2.7	14	2	-2	3.4	100	1.7
48	S=C(c1nc2ccccc2[nH]1)N1CCOCC1	-2.5	-8	-36	-5	2.2	-30	4	15	3.1	/	0.0
49	COC(=O)c1ccc2c(=O)n(CCCCCC(=O)O)c(=O)[nH]c2c1	-2.2	-3	-3	7	1.0	-21	6	12	3.4	102	1.0
50	CC1=CCC2C(=O)N(CCc3c[nH]c4ccccc34)C(=O)C2C1 (configuration not stated)	0.9	7	-11	-28	2.0	164	5	-5	-0.9	100	0.7
51	CC(C)C(NS(=O)(=O)c1ccc2c(c1)OCCO2)C(=O)NCCc1ccccn1 (configuration not stated)	-2.4	0	16	-33	-0.4	185	-2	13	3.4	99	-2.1
52	O=C(CN1CCN(c2ccccc2)CC1)Nc1ccccc1Cl	5.9	-1	3	5	2.6	-4	6	-30	2.0	104	-0.4
53	O=C(COC(=O)c1cc(=O)c2ccccc2o1)Nc1ccc2ccccc2c1	-0.8	4	-15	-23	2.2	-3	-5	4	-2.1	/	2.1
54	O=S(=O)(NN1CCOCC1)c1ccc(Br)cc1	-1.7	4	-12	20	0.6	-8	0	12	2.0	106	-0.5
55	CC1(C)C(=O)Nc2ccccc2N1C(=O)COC(=O)c1cc(S(=O)(=O)N2CCOCC2)ccc1F	-0.1	-2	5	-8	0.9	-3	1	1	2.2	99	1.5
56	O=C(NCCc1ccccc1)c1cccc2c1C(=O)N(C1CCCCC1)C2	-1.9	-1	-14	-12	1.1	-8	-3	10	2.1	97	-0.8
57	Cn1nnc2cc(NC(=O)NCc3ccc4c(c3)OCO4)ccc21	-1.8	-2	-26	-4	1.9	0	-7	10	0.1	98	1.2
58	COC(=O)C1(c2ccccc2)NC(c2ccc(O)cc2)C2C(=O)N(c3ccc4c(c3)OCO4)C(=O)C21 (configuration not stated)	-0.6	4	-11	-4	2.8	260*	3	3	-0.1	81	2.6
59	Cc1cccc(C)c1NC(=O)Cn1c(=O)c(N2CCCCC2)c(N)n(C)c1=O	-2.6	-3	12	/	0.2	-9	-1	14	1.1	86	0.9
60	O=C(CCN1C(=O)c2cccnc2C1=O)NC1CCCCCC1	0.6	-1	1	-15	1.5	-4	-3	-3	1.9	109	0.8

no.	SMILES	MOR-DOR ag	HTR5A ag	HTR5A inv ag	PfHsp90 yeast 2	AddAB inh	Mot1-301 SUMO	PKA-R1A activ	MOR-DOR inv ag	phage Ecoli inh	DSG3 Ab inh	Ecoli viability
61	O=C(Nc1ccccc1N1CCCC1)c1ccc([N+](=O)[O-])cc1Cl	6.0	-1	-6	-17	0.1	-11	4	-38	3.0	97	1.8
62	O=C(NCCN1Cc2ccccc2C1=O)c1cccs1	-2.2	1	-9	-6	2.8	533	-6	9	0.7	117	-1.3
63	CCOc1cc(/C=N/N=C/c2ccc(O)c(OCC)c2)ccc1O	-1.7	7	-27	-5	0.9	-1	-1	10	1.2	94	-0.5
64	O=[N+]([O-])c1ccccc1C=CC=NN=Cc1ccccc1O	2.1	4	-15	27	/	/	-9	-9	2.0	-3.9*	/
65	Cc1cc(C)nc(N2CCC(C(=O)NCc3ccccc3F)CC2)n1	0.0	5	2	5	7.0	2	-4	0	3.6	96	2.7
66	Cc1ccc(S(=O)(=O)N2[C@@H](c3ccc(C(C)(C)C)cc3)C(C(=O)O)=CC[C@H]2c2ccc(C(C)C)cc2)cc1	3.7	7	-24	-3	1.3	176	-15	-18	3.0	100	-0.9
